# NSD2 block = NSD2 (human) methyltransferase inhibition. O96028. inhibition, % at 12.5 µM. 0.07% of 44,000 active. NSD2-SET H3K36me1 DELFIA fluorescence, biochemical; in the data active = inhibition above about 54%, passing the limit was not always enough; inconclusive = no clear call, values can overlap the other calls;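 note: inhibitors reduce the monomethyl H3K36 fluorescence signal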
# * hit, by the source's call; ? = inconclusive. Not all compounds are listed. The share of hits here may be higher or lower than overall.
item	NSD2 block	structure
1	-3	COc1ccc(CN(C)C[C@@H]2OCCCC[C@H](C)Oc3ccc(NC(=O)Nc4c(C)noc4C)cc3C(=O)N([C@H](C)CO)C[C@H]2C)cc1
2	4	CNC[C@@H]1Oc2ccc(NC(=O)Nc3ccc4c(c3)OCO4)cc2C(=O)N([C@H](C)CO)C[C@H]1C
3	2	COC(=O)CCCCCCC(=O)N/N=C/C1=CCCCC1
4	1	COc1ccc(CN(C)C[C@@H]2Oc3ccc(NS(=O)(=O)c4cn(C)cn4)cc3C(=O)N([C@@H](C)CO)C[C@@H]2C)cc1
5	0	COc1ccc(S(=O)(=O)Nc2ccc3c(c2)C(=O)N([C@H](C)CO)C[C@H](C)[C@@H](CN(C)S(C)(=O)=O)OCCCC[C@@H](C)O3)cc1
6	2	C[C@@H]1CN([C@H](C)CO)C(=O)c2cc(NS(=O)(=O)c3cccs3)ccc2O[C@@H]1CN(C)C(=O)Nc1cccc2ccccc12
7	8	CNC[C@@H]1Oc2ccc(N)cc2C(=O)N([C@H](C)CO)C[C@H]1C
8	3	CNC[C@@H]1Oc2ccc(NS(=O)(=O)c3cn(C)cn3)cc2CC(=O)N([C@H](C)CO)C[C@@H]1C
9	9	C[C@H](CO)N1C[C@H](C)[C@@H](CN(C)C(=O)Nc2ccccc2)Oc2ccc(NS(=O)(=O)c3ccccc3)cc2CC1=O
10	1	CC(C)NC(=O)N(C)C[C@H]1Oc2ccc(NS(=O)(=O)c3ccc(Cl)cc3)cc2CC(=O)N([C@H](C)CO)C[C@@H]1C
11	-1	C[C@H]1CN([C@@H](C)CO)C(=O)c2cccc(NC(=O)Nc3ccc4c(c3)OCO4)c2O[C@@H]1CN(C)C(=O)NC1CCCCC1
12	7	COC(=O)C[C@@H]1C[C@@H]2c3cc(NC(=O)CC4CC4)ccc3O[C@@H]2[C@@H](CO)O1
13	13	C[C@H]1CCCCO[C@H](CN(C)Cc2ccc3c(c2)OCO3)[C@@H](C)CN([C@@H](C)CO)C(=O)c2cc(NC(=O)Nc3cccc4ccccc34)ccc2O1
14	-3	CCCNC(=O)N(C)C[C@@H]1Oc2ncc(-c3ccccc3)cc2C(=O)N([C@@H](C)CO)C[C@H]1C
15	1	COc1cccc(S(=O)(=O)N(C)C[C@@H]2Oc3ncc(C#Cc4ccc(F)cc4)cc3C(=O)N([C@H](C)CO)C[C@@H]2C)c1
16	5	C[C@@H]1CN([C@H](C)CO)C(=O)c2cc(NS(=O)(=O)c3cccs3)ccc2O[C@@H]1CN(C)Cc1ccc2c(c1)OCO2
17	2	CC(C)NC(=O)Nc1ccc2c(c1)CC(=O)N([C@@H](C)CO)C[C@@H](C)[C@@H](CN(C)Cc1ccc(C(=O)Nc3ccccc3N)cc1)O2
18	10	C[C@@H]1CCCCO[C@H](CN(C)C(=O)Cc2ccccc2)[C@@H](C)CN([C@H](C)CO)C(=O)c2cc(NC(=O)Nc3ccc4c(c3)OCO4)ccc2O1
19	1	C[C@H]1CN([C@@H](C)CO)C(=O)c2cccc(NC(=O)NC3CCCCC3)c2O[C@H]1CN(C)C(=O)Nc1cccc2ccccc12
20	1	Cc1ccc(S(=O)(=O)N(C)C[C@H]2OCCCC[C@@H](C)Oc3ccc(NC(=O)CCCCCC(=O)Nc4ccccc4N)cc3C(=O)N([C@H](C)CO)C[C@@H]2C)cc1
21	6	Cc1noc(C)c1S(=O)(=O)Nc1ccc2c(c1)C(=O)N([C@H](C)CO)C[C@H](C)[C@@H](CN(C)S(=O)(=O)c1ccc(Cl)cc1)OCCCC[C@H](C)O2
22	-4	C[C@@H]1CN([C@@H](C)CO)C(=O)c2cc(-c3cccc(F)c3)cnc2O[C@H]1CN(C)C(=O)Nc1cc(F)ccc1F
23	-4	C[C@@H]1CN([C@@H](C)CO)C(=O)c2cc(NC(=O)c3ccncc3)ccc2O[C@@H]1CN(C)C(=O)Nc1ccccc1
24	-2	COc1ccc(S(=O)(=O)Nc2ccc3c(c2)C(=O)N([C@H](C)CO)C[C@H](C)[C@H](CN(C)C(=O)C2CCCCC2)OCCCC[C@H](C)O3)cc1
25	2	C[C@H](CO)N1C[C@H](C)[C@@H](CN(C)C(=O)Nc2ccccc2)Oc2c(NC(=O)CCCCCC(=O)Nc3ccccc3N)cccc2C1=O
26	4	C[C@H](CO)N1C[C@H](C)[C@H](CN(C)S(=O)(=O)c2ccccc2)Oc2ccc(NS(=O)(=O)c3cn(C)cn3)cc2CC1=O
27	2	C[C@H](CO)N1C[C@H](C)[C@@H](CN(C)C(=O)NC2CCCCC2)Oc2ccc(NS(=O)(=O)c3ccc(Cl)cc3)cc2CC1=O
28	-1	C[C@H](CO)N1C[C@H](C)[C@@H](CN(C)S(=O)(=O)c2ccc(F)cc2)Oc2ccc(NC(=O)Nc3ccc4c(c3)OCO4)cc2CC1=O
29	1	O=C(C[C@H]1C[C@H]2c3cc(NC(=O)Nc4ccccc4F)ccc3O[C@H]2[C@H](CO)O1)NCc1ccccn1
30	0	CC(C)NC(=O)Nc1ccc2c(c1)C(=O)N([C@@H](C)CO)C[C@@H](C)[C@H](CN(C)S(=O)(=O)c1ccc(F)cc1)O2
31	8	CC(C)NC(=O)Nc1ccc2c(c1)C(=O)N([C@@H](C)CO)C[C@H](C)[C@H](CN(C)C)OCCCC[C@@H](C)O2
32	3	C[C@@H]1CN([C@H](C)CO)C(=O)Cc2cc(NS(C)(=O)=O)ccc2O[C@@H]1CN(C)C
33	-2	Cc1noc(C)c1S(=O)(=O)Nc1ccc2c(c1)C(=O)N([C@@H](C)CO)C[C@H](C)[C@@H](CN(C)C(=O)Nc1ccc(C(F)(F)F)cc1)O2
34	5	O=C(N[C@H]1C=C[C@@H](CC(=O)N2CCOCC2)O[C@@H]1CO)c1ccc2c(c1)OCO2
35	0	COc1ccc(S(=O)(=O)Nc2ccc3c(c2)C(=O)N([C@H](C)CO)C[C@H](C)[C@@H](CN(C)Cc2ccc(C(=O)Nc4ccccc4N)cc2)O3)cc1
36	2	C[C@@H]1CN([C@@H](C)CO)C(=O)c2cc(C#CC3CC3)cnc2O[C@H]1CN(C)C(=O)c1ccccc1
37	1	Cc1nc(S(=O)(=O)NC[C@@H]2CCCN(Cc3ccc(OCCO)cc3)C2)cn1C
38	?	CCC(=O)N(C)C[C@@H]1Oc2cc(C#CCC3CCCC3)ccc2S(=O)(=O)N([C@@H](C)CO)C[C@H]1C
39	-1	C/C=C/c1cnc2c(c1)C(=O)N([C@H](C)CO)C[C@@H](C)[C@H](CN(C)C(=O)Nc1ccc(OC)cc1)O2
40	-3	C[C@H]1CN([C@@H](C)CO)S(=O)(=O)c2ccc(C#CCN(C)C)cc2O[C@@H]1CN(C)Cc1ccccc1
41	0	COc1ccc(-c2cnc3c(c2)C(=O)N([C@H](C)CO)C[C@@H](C)[C@@H](CN(C)Cc2ccccc2)O3)cc1
42	3	CCN(CC)C(=O)c1cc(-c2ccc(Cl)c(Cl)c2)on1
43	-1	C[C@H](CO)N1C[C@H](C)[C@H](CN(C)C(=O)Nc2ccc3c(c2)OCO3)Oc2ncccc2C1=O
44	-2	C[C@@H]1CCCCO[C@H](CN(C)C(=O)NC2CCCCC2)[C@H](C)CN([C@H](C)CO)C(=O)c2cc(NC(=O)c3ccncc3)ccc2O1
45	3	C[C@@H]1CN([C@@H](C)CO)C(=O)c2cc(NC(=O)c3ccncc3)ccc2O[C@@H](C)CCCCO[C@H]1CN(C)C(=O)Nc1ccc(C(F)(F)F)cc1
46	-1	C/C=C/c1ccc2c(c1)O[C@H](CN(C)C(=O)c1cccc(F)c1)[C@H](C)CN([C@@H](C)CO)S2(=O)=O
47	-1	C[C@H]1CN([C@@H](C)CO)C(=O)c2cc(NC(=O)C3CC3)ccc2O[C@@H]1CN(C)C(=O)Nc1cccc2ccccc12
48	-1	CCO[C@H]1OC(C(=O)NCc2nc3ccccc3[nH]2)=C[C@@H](c2cn(C(C)=O)c3ccccc23)[C@@H]1CCCO
49	9	COCC#Cc1cnc2c(c1)C(=O)N([C@@H](C)CO)C[C@H](C)[C@H](CN(C)C(=O)C1CCOCC1)O2
50	-2	C[C@H](CO)N1C[C@H](C)[C@@H](CN(C)Cc2ccccn2)Oc2cc(-c3ccc(C#N)cc3)ccc2S1(=O)=O
51	-2	COc1ccc(CN(C)C[C@H]2Oc3ccc(NS(=O)(=O)c4ccc(F)cc4)cc3CC(=O)N([C@@H](C)CO)C[C@H]2C)cc1
52	2	CC(C)NC(=O)N(C)C[C@H]1Oc2ccc(NS(=O)(=O)c3cccs3)cc2C(=O)N([C@H](C)CO)C[C@@H]1C
53	-6	C[C@@H]1CN([C@H](C)CO)C(=O)Cc2cc(NS(=O)(=O)c3ccccc3)ccc2O[C@H]1CN(C)C(=O)Nc1ccc(C(F)(F)F)cc1
54	5	CCC(=O)N(C)C[C@H]1Oc2ncc(-c3ccccc3C)cc2C(=O)N([C@@H](C)CO)C[C@@H]1C
55	0	C[C@H]1CN([C@@H](C)CO)C(=O)c2cccc(NC(=O)C3CC3)c2O[C@@H]1CN(C)Cc1ccccc1
56	5	COc1c2ccoc2cc2oc(=O)ccc12
57	-4	O=C(O)C1=C[C@@H](C2CCCCC2)C[C@@H](OCc2ccc(CO)cc2)O1
58	1	CNC[C@@H]1Oc2ccc(NC(=O)Nc3ccc(OC)cc3)cc2CC(=O)N([C@@H](C)CO)C[C@@H]1C
59	4	COc1ccc(-c2ccc3c(c2)O[C@@H](CN(C)CC2CC2)[C@@H](C)CN([C@@H](C)CO)S3(=O)=O)cc1
60	-4	C[C@H]1CN([C@@H](C)CO)C(=O)Cc2cc(NC(=O)Nc3ccc4c(c3)OCO4)ccc2O[C@@H]1CN(C)C(=O)Nc1ccc2c(c1)OCO2

# Following part:
item	NSD2 block	structure
61	-3	C[C@H]1CN([C@@H](C)CO)C(=O)c2cc(C#CC3(O)CCCC3)cnc2O[C@@H]1CN(C)C
62	-4	C[C@@H]1CCCCO[C@@H](CN(C)S(=O)(=O)c2ccc(F)cc2)[C@@H](C)CN([C@H](C)CO)C(=O)c2cc(NC(=O)Nc3ccc4c(c3)OCO4)ccc2O1
63	4	C[C@H]1CCCCO[C@H](CN(C)Cc2ccc3c(c2)OCO3)[C@@H](C)CN([C@@H](C)CO)C(=O)c2cc(NC(=O)Nc3ccc(C(F)(F)F)cc3)ccc2O1
64	3	C[C@@H]1CCCCO[C@H](CN(C)C(=O)CCCN(C)C)[C@H](C)CN([C@@H](C)CO)C(=O)c2cc(NC(=O)C3CCCCC3)ccc2O1
65	23	C[C@@H]1CN([C@H](C)CO)C(=O)c2cccc(NS(=O)(=O)c3cccs3)c2O[C@@H]1CN(C)S(=O)(=O)c1cccs1
66	5	C[C@@H]1CN([C@@H](C)CO)S(=O)(=O)c2ccc(C#Cc3cccnc3)cc2O[C@H]1CN(C)C
67	0	COc1ccc(NC(=O)N(C)C[C@@H]2Oc3ncc(C#C[C@H](C)O)cc3C(=O)N([C@H](C)CO)C[C@H]2C)cc1
68	4	CC(=O)n1cc([C@@H]2C=C(C(=O)N3CCN(Cc4ccc5c(c4)OCO5)CC3)O[C@H](OCCCCO)C2)c2ccccc21
69	0	C[C@@H]1CN([C@H](C)CO)C(=O)c2cc(NC(=O)C3CCCCC3)ccc2O[C@H]1CN(C)S(=O)(=O)c1ccc(F)cc1
70	8	C[C@H]1CN([C@@H](C)CO)C(=O)c2cc(-c3ccc(F)cc3)cnc2O[C@@H]1CN(C)CC1CCOCC1
71	-4	C[C@@H]1CN([C@H](C)CO)C(=O)c2cccc(NS(=O)(=O)c3cn(C)cn3)c2O[C@H]1CN(C)Cc1ccncc1
72	4	O=[N+]([O-])c1cccc(CSc2nnc(-c3ccco3)n2-c2ccccc2)c1
73	-1	C[C@@H]1CN([C@H](C)CO)C(=O)c2cc(NC(=O)Cc3cn(C)c4ccccc34)ccc2O[C@H]1CN(C)S(=O)(=O)c1ccccc1
74	-3	C[C@@H]1CCCCO[C@H](CN(C)C(=O)c2ccccc2)[C@H](C)CN([C@@H](C)CO)C(=O)c2cc(NC(=O)Nc3ccc4c(c3)OCO4)ccc2O1
75	-3	O=C(C[C@H]1C[C@H]2c3cc(NC(=O)Nc4ccc(C(F)(F)F)cc4)ccc3O[C@H]2[C@@H](CO)O1)NC1CCCCC1
76	5	Cn1nc([N+](=O)[O-])nc1Oc1ccccc1C(=O)N1CCOCC1
77	-2	C[C@@H]1CN([C@@H](C)CO)C(=O)c2cccc(NS(=O)(=O)c3ccc(Cl)cc3)c2O[C@H]1CN(C)C(=O)Nc1cccc2ccccc12
78	-5	CC(C)Oc1cccc(-n2c(CCc3c[nH]c4ccc(Br)cc34)nc3ccccc3c2=O)c1
79	2	CCCNC(=O)N(C)C[C@H]1Oc2ncc(-c3ccc(C(=O)N(C)C)cc3)cc2C(=O)N([C@@H](C)CO)C[C@@H]1C
80	0	O=C(O)c1ccc(/C=N/NC(=O)c2ccccn2)cc1
81	-2	C/C=C/c1ccc2c(c1)O[C@@H](CN(C)C(=O)Nc1ccc(OC)cc1)[C@@H](C)CN([C@@H](C)CO)S2(=O)=O

# Assay outcomes (PubChem BioAssay)
